Screening results (PubChem)
PP5 inh – PP5 (human) phosphatase inhibition. purified PP5c, OMFP substrate fluorescence. inhibition, % at 6.7 µM. P53041. 0.18% of 320,000 active. AID 1987;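 active means inhibition above the campaign's mean inhibition across all tested compounds plus 3 SD, cut at about 9.5% in these data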;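 further: 0% = DMSO only and 100% = 100 µM cantharidin control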
AHR activator – activates the human aryl hydrocarbon receptor; P35869; 2.5% of 320,000 active; AHR-responsive luciferase reporter cells, luminescence; activation, % at 5 µM; in the data active means activation above about 47%;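 further: 0% = vehicle wells and 100% = reference agonist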
PP1 counter – PP1-alpha (human) inhibition in PP5 counter-screen; inhibition, % at 6.7 µM; 0.9% of 320,000 active; purified PP1alpha, OMFP fluorescence; P62136; AID 2235;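 active means inhibition above the mean inhibition of all tested compounds plus 3 SD, computed separately for each screening campaign, cut at about 15% in these data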
Target sequence (P62136 whole entry, looked up): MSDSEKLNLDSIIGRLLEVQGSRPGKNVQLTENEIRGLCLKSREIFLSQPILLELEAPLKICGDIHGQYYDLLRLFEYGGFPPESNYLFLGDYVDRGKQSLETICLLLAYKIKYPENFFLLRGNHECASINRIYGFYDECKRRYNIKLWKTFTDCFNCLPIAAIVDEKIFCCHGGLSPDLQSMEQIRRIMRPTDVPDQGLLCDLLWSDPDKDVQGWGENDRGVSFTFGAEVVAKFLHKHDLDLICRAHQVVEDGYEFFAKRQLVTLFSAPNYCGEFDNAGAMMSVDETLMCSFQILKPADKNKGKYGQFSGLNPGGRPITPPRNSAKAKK
HCV core dimer – HCV core protein dimerization inhibition. TR-FRET GST/Flag-core106 dimerization, 1536-well. inhibition, % at 5 µM. 0.33% of 300,000 active. AID 1899;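 active means inhibition above the mean of all tested compounds plus 3 SD, set per screening campaign, cut at about 45% in these data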
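System – GST-tagged and Flag-tagged HCV core protein residues 1-106 · Repeats – one well for each compound · Technique – TR-FRET 671 and 617 nm emission · Doses – one concentration, 5 µM, in 0.5% DMSO · Times – 4 h, 22.5 °C incubation · Also added – Eu donor and XL665 acceptor anti-tag antibodies · Measure – percent inhibition of core106 dimerization signal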
PAFAH2 FP inh – PAFAH2 (human) inhibition. recombinant PAFAH2, FP-rhodamine activity probe, fluorescence polarization. inhibition, % at 3.39 µM. 0.99% of 340,000 active. AID 492956;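 active means inhibition above the mean over all tested compounds plus 3 SD, cut at about 30% in these data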;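 further: inhibitors block probe labeling of enzyme so polarization drops; 0% = enzyme with DMSO and 100% = wells lacking PAFAH2 protein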
procasp7 counter – counter-screen for procaspase-3 activators: activators of human procaspase-7; recombinant procaspase-7, Ac-DEVD-pNA absorbance 405 nm; D23A/D198A/D206A triple mutant, cannot self-cleave; scale: DMSO 0, 5 µM enzyme 100; 0.093% of 330,000 active; P55210; activation, % at 8.5 µM;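 active means percent activation above the screen-wide mean plus 3 SD, cut at about 25% in these data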
Target sequence (P55210 whole entry D23A/D198A/D206A): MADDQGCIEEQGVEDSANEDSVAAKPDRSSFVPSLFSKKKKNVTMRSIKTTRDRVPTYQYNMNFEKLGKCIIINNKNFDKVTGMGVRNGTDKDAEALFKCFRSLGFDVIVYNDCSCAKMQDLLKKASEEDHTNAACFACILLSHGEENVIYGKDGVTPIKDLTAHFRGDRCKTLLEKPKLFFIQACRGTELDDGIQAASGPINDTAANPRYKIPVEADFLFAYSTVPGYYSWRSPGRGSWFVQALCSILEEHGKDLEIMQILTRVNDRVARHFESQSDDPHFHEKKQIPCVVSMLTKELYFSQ
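Assay system: Uncleavable procaspase-7 mutant enzyme / Input: 2 µM procaspase-7 mutant as dispensed / Dosing: single nominal 8.5 µM compound dose, 0.8% DMSO final / Timing: 1 h enzyme–compound preincubation and 2 h substrate reaction, both 25 °C / Detection: p-Nitroaniline absorbance at 405 nm, read at 0 and 120 min / Replication: singlicate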
CTSL1 counter – blocks F. hepatica cathepsin L1 in PFM18AAP counter-screen; recombinant F. hepatica cathepsin L1, Z-Leu-Arg-MCA fluorescence; inhibition, % at 5.96 µM; 0.49% of 300,000 active;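 active means inhibition above the mean of all tested compounds plus 3 SD, set per screening campaign, cut at about 17% in these data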;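 further: 0% = plate median of test compound wells and 100% = 1 µM Z-Phe-Ala-diazomethylketone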
proCasp3 act – activators of human procaspase-3; P42574; recombinant procaspase-3 D3A, Ac-DEVD-pNA absorbance 405 nm; activation, % at 8.5 µM; 0.11% of 330,000 active; AID 463141;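 active means activation above the mean of all tested compounds plus 3 SD, cut at about 21% in these data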;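 further: 0% = DMSO alone and 100% = DMSO wells spiked with extra 5 µM PC-3 D3A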
Target sequence (P42574 whole entry D9A/D28A/D175A): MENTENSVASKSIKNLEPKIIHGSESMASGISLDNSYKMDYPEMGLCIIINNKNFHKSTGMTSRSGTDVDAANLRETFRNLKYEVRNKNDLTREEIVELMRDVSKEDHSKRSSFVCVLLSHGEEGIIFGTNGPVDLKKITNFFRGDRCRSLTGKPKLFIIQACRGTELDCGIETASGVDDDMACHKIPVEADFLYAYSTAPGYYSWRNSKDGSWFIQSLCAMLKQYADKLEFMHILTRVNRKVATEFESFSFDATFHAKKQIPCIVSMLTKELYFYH
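Assay system: Autoprocessing-dead procaspase-3 D3A mutant enzyme; also added: Ac-DEVD-pNA; doses: one concentration, 8.5 µM nominal, 0.8% DMSO; times: 1 h compound preincubation, 2 h substrate hydrolysis at 25 °C; technique: 405 nm absorbance of p-nitroaniline, reads at 0 and 120 min; measure: % activation between DMSO and enzyme-spiked controls; repeats: single replicate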
TPT1 inh – inhibitors of Candida albicans tRNA 2'-phosphotransferase TPT1. inhibition, % at 5 µM. recombinant caTPT1, FP RNA substrate dephosphorylation. 0.81% of 300,000 active. AID 1962;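 active means inhibition above the mean of all tested compounds plus 3 SD, set per screening campaign, cut at about 24% in these data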;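 further: plate controls were DMSO alone for no effect and ferristatin control at 100 nM for full effect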
An asterisk follows results filed as active; · = not tested or not shown; & = joins results of further samples.

SMILES	PP5 inh	AHR activator	PP1 counter	HCV core dimer	PAFAH2 FP inh	procasp7 counter	CTSL1 counter	proCasp3 act	TPT1 inh
N#CCN1CCN(CCC(=O)Nc2ccc(OCc3ccccc3)cc2)CC1	3.4	-1.1	-2.3	-1.4	2.7	-2.2	-2.5	7.0	1.2
Cc1ccc([N+](=O)[O-])cc1N(CC(=O)NC1CCCC1)S(C)(=O)=O	-1.5	2.3	0.9	-6.0	-0.9	3.7	5.3	1.2	0.2
CCOC(=O)c1ccc(CNC(=O)C2CCC(=O)N(Cc3cccc(OC)c3)C2)o1 (stereo not drawn)	-0.2	0.7	-2.1	-5.0	-7.7	-2.4	1.7	2.9	-3.4
CCCCn1c(N)c(N(CC(C)C)C(=O)C2CCN(S(=O)(=O)c3ccccc3)CC2)c(=O)[nH]c1=O	0.7	-0.4	-1.4	-1.1	-3.2	5.1	6.1	13.1	-1.9
O=C(Nc1ccc([N+](=O)[O-])cc1Cl)c1cc(Cl)ccc1O	2.1	13.4	1.9	-9.2	1.1	11.1	-4.3	-5.0	0.4
COc1ccc(F)cc1S(=O)(=O)NCCN1CCOCC1	1.0	-0.6	1.3	-10.3	6.3	6.8	1.9	-5.8	-2.9
COc1ccc(NC(=O)C2=C(C)Nc3ncnn3C2c2ccccc2C(F)(F)F)c(OC)c1 (stereo not drawn)	2.7	7.7	-1.0	4.0	1.4	-14.4	-1.8	-2.3	1.0
COc1ccc(-c2noc(CCc3ccccc3)n2)cc1	4.3	-3.1	-0.2	9.6	-3.1	7.8	0.7	3.7	-4.3
CCOC(=O)C1=C(C)NC(C)=C(C(=O)OCC)C1C(=O)OCC(=O)N1CCCCC1CC (stereo not drawn)	-1.6	2.9	-3.3	-2.0	-1.2	-8.3	4.7	2.6	2.0
CS(=O)(=O)N1CCN(c2cccc(Cl)n2)CC1	0.8	1.9	0.1	-3.7	-6.7	-2.5	-3.3	-0.2	-1.1
COc1cccc(C(=O)NC(=S)NCc2ccco2)c1	-1.2	28.7	-2.8	1.0	6.3	-8.2	3.5	-0.3	-0.6
O=C(C1CC1)N1CCN(c2ccc(F)cc2)CC1	2.2	-3.2	4.8	-4.7	2.1	-5.9	1.0	12.5	0.1
CC(C)CN(C(=O)c1cccc(Cl)c1)c1c(N)n(CC(C)C)c(=O)[nH]c1=O	2.0	-1.9	-2.1	-4.6	0.8	13.0	-5.2	2.8	-5.2
CC1CC1C(=O)OCC(=O)NNC(=O)c1ccc([N+](=O)[O-])cc1 (stereo not drawn)	0.3	-0.6	-2.6	·	7.0	6.1	·	-3.0	·
O=C(Nc1cccnc1)C1CC(c2ccc(Cl)c(Cl)c2)=NO1 (stereo not drawn)	3.0	1.1	3.3	-0.9	5.4	-3.5	3.1	-0.6	-1.0
COCCC(=O)N1CCC(Oc2ccc(C(=O)NCCc3cnn(C)c3)cc2)CC1	0.0	4.3	-4.5	-0.8	2.7	3.1	-0.8	0.5	0.2
COc1ccc(C(=O)Nc2ccc(C(=O)OCC(=O)c3ccccc3)cc2)cc1	-0.3	-1.6	6.8	21.6	-24.2	6.0	1.9	-6.5	-2.6
COc1ccc(NC(=O)c2sc3nc(-c4cccnc4)ccc3c2N)cc1	-0.9	-11.2	1.2	-5.0	8.0	-3.9	-1.2	-19.6	-24.7
Cn1cc(/C=C/C(=O)c2ccccc2)c2ccccc21	3.5	44.9	-1.8	-0.9	10.8	-24.4	2.2	-34.9	33.7*
Cc1ccc(C)c(NC(=O)c2cc[n+](C)cc2)c1	-1.2	0.5	-1.8	-10.4	5.2	-3.8	4.7	9.2	-4.2
COc1ccc(C(=O)COC(=O)c2c(-c3ccccc3)noc2C)c(OC)c1	1.0	2.7	1.1	-2.4	-1.6	3.6	3.7	-2.6	2.2
Cc1ccc(C(=O)N2CCN(c3ccccn3)CC2)cc1C	1.0	13.6	2.2	-10.5	-2.4	-4.2	0.6	-8.7	1.4
NC(=O)C1CCN(c2nc(-c3cccs3)cs2)CC1	·	6.6	·	·	1.2	6.3	·	3.7	·
c1ccc(C2NCCc3ccccc32)cc1 (stereo not drawn)	-1.2	-0.7	0.9	-0.4	-3.1	4.5	-0.1	2.1	1.8
CCOC(=O)[C@@H]1[C@H]2COc3ccccc3[C@@H]2N2C(=O)N(c3ccc(Cl)cc3)C(=O)[C@@]12C	-0.3	1.6	-0.4	5.5	6.2	-0.6	1.2	-3.9	-0.4
The results go on.
SMILES	PP5 inh	AHR activator	PP1 counter	HCV core dimer	PAFAH2 FP inh	procasp7 counter	CTSL1 counter	proCasp3 act	TPT1 inh
COc1cccc(CN2CCC(C(=O)N3CCN(Cc4ccc5c(c4)OCO5)CC3)CC2)c1OC	-0.4	-5.3	-3.6	4.2	3.7	3.5	-0.1	1.6	-2.5
CC(=O)OCC(=O)[C@@]1(O)CC[C@H]2[C@@H]3CCC4=CC(=O)CC[C@]4(C)[C@H]3[C@@H](O)C[C@@]21C	-1.9&2.6	5.2&10.5	-1.9&-3.9	-4.7&5.8	-1.8&-3.3	7.5&0.4	-7.7&-12.3	9.9&1.9	-2.0&1.3
Cc1cccc2sc(NC(=O)CNS(=O)(=O)c3ccc(Br)s3)nc12	5.6	17.9	1.9	-1.0	-8.4	-5.8	-2.6	1.2	1.5
COCCCN1C(=O)c2ccc(C(=O)N3CCN(c4ccccc4OC)CC3)cc2C1=O	0.4	2.1	-4.5	-4.1	3.5	7.0	2.3	4.6	-3.8
COc1ccc(CNC(=O)CN(CC2CCCO2)C(=O)CNS(=O)(=O)c2ccccc2)cc1 (stereo not drawn)	1.9	-1.9	-1.3	-7.3	11.2	8.7	-1.1	-55.4	1.2
c1ccc(-n2cc(CN3CCCC3)c(-c3ccc4c(c3)OCO4)n2)cc1	1.6	22.9	1.7	-5.4	5.5	6.2	1.4	0.4	-0.1
O=C1/C(=C/c2ccc(F)cc2)SC(=S)N1CC(=O)N1CCCCC1c1cccnc1 (stereo not drawn)	1.3	0.6	15.5*	32.3	9.4	-16.0	2.2	-10.6	2.1
CCOC(=O)C1CCCN(C(=O)Cn2nc(C)n3c(cc4c(OC)cccc43)c2=O)C1 (stereo not drawn)	-0.9	4.6	-2.6	-7.3	9.9	-12.3	-1.0	10.5	-1.3
CCc1nnc(NC(=O)CCC(=O)Nc2ccc(C)cc2)s1	2.9	3.5	0.8	-6.3	5.4	-3.3	-3.7	8.5	0.5
O=C1C2Sc3[nH]c(=O)sc3C(c3cc([N+](=O)[O-])ccc3O)C2C(=O)N1c1ccccc1 (stereo not drawn)	-1.7	2.3	0.6	-6.5	12.6	-15.6	5.2	-20.4	-0.6
Nc1c(C(=O)N2CCCCCC2)oc2ccccc12	3.8	73.5*	2.9	-9.1	4.1	-0.5	-2.9	7.4	-1.8
CSc1nc(Cl)c(Cc2ccc(OC(C)C)cc2)c(N(C)C)n1	0.5	3.4	-4.1	-2.2	6.8	-4.3	3.3	5.3	0.7
Cc1ccc(S(=O)(=O)N2[C@@H](c3ccc(C(C)(C)C)cc3)C(C(=O)O)=CC[C@H]2c2ccc(Cl)cc2)cc1	·	0.3	·	·	-2.0	13.9	·	2.5	·
O=C(Nc1ccccc1)C1=C(O)CC(c2ccc(Cl)cc2)N2CCN=C12 (stereo not drawn)	2.4	-1.4	5.2	10.0	-1.8	0.2	-1.7	4.3	2.9
COc1ccc(NC(=O)c2ccccc2NS(=O)(=O)c2ccc(CNC(C)=O)cc2)c(OC)c1	2.5	1.1	-2.6	-0.2	1.6	-4.7	-2.9	-2.4	-3.3
CCOCCCn1c(SCC(=O)Nc2ccc(OC)cc2)nc2ccccc2c1=O	0.0	-1.3	2.7	2.2	5.2	-15.3	1.7	-3.7	-2.4
COc1ccc(OC(=O)CCCN2C(=O)c3ccccc3C2=O)cc1	3.2	-1.6	-6.5	-4.1	-1.4	15.7	-35.7	-0.1	3.4
CN1CCN(C(=O)/C(=C/c2cccs2)NC(=O)c2ccco2)CC1	-0.9	-1.2	-3.9	-3.6	4.7	-9.6	-0.9	-0.1	-0.9
O=C(NCCCn1ccnc1)c1ccc(-c2cccc(C(F)(F)F)c2)o1	·	23.9	·	·	8.1	11.4	·	-2.0	·
COc1ccc(S(=O)(=O)N2CCCCC2)cc1	3.1	-0.9	-0.5	3.2	-2.2	3.2	-4.5	1.7	6.6
CN(C[C@@H](CC1CCCCC1)N(C[C@H](Cc1ccccc1)N(CCc1ccccc1)N=O)N=O)N=O	1.5	0.8	10.2	12.6	-2.7	7.2	2.1	-7.4	-0.5
CCC(C)[C@H](NC(=O)N1CC(=O)Nc2ccccc21)C(=O)N1CCC[C@@H]1C(=O)O (stereo partly drawn)	0.1	1.1	2.6	-0.5	7.0	11.5	-0.4	-3.6	-2.3
Cc1cccc(C(=O)Nc2sc(-c3ccccc3)cc2C(=O)O)c1	8.0	8.8	0.4	13.6	23.2	3.2	-3.1	-5.8	2.5
CCn1c(NC(=S)Nc2ccccc2)nc2ccccc21	-2.5	56.5*	3.9	3.5	-0.8	-2.6	1.0	-14.6	-1.5
O=C1CC(SC(=Nc2ccccc2)Nc2ccccc2)C(=O)N1c1ccc(Cl)c(Cl)c1 (stereo not drawn)	3.7	1.2	3.8	7.3	-62.2	-4.3	0.0	8.1	2.2

Entries of single compounds, looked up by structure. Order of values: PP5 inh	AHR activator	PP1 counter	HCV core dimer	PAFAH2 FP inh	procasp7 counter	CTSL1 counter	proCasp3 act	TPT1 inh
`CSc1nc(Cl)c(Cc2ccc(OC(C)C)cc2)c(N(C)C)n1` across the screens: 0.5	3.4	-4.1	-2.2	6.8	-4.3	3.3	5.3	0.7
`CCOCCCn1c(SCC(=O)Nc2ccc(OC)cc2)nc2ccccc2c1=O` across the screens: 0.0	-1.3	2.7	2.2	5.2	-15.3	1.7	-3.7	-2.4
`CCOC(=O)C1CCCN(C(=O)Cn2nc(C)n3c(cc4c(OC)cccc43)c2=O)C1` (stereo not drawn) across the screens: -0.9	4.6	-2.6	-7.3	9.9	-12.3	-1.0	10.5	-1.3

More compounds.
SMILES	PP5 inh	AHR activator	PP1 counter	HCV core dimer	PAFAH2 FP inh	procasp7 counter	CTSL1 counter	proCasp3 act	TPT1 inh
CCOC(=O)c1ccc(NC(=O)c2ccco2)cc1	0.3	11.1	-2.8	0.5	-0.4	-1.8	0.4	5.2	-0.2
COc1ccc(Cl)cc1C(=O)Nc1ccc(N(C)C(C)=O)cc1	0.4	81.3*	-0.9	-6.0	0.4	1.4	5.0	-6.0	-3.7
Cc1cc(N2CCN(c3ccc(F)cc3)CC2)n2ncnc2n1	-0.5	-7.3	-2.4	0.6	-3.6	0.2	2.2	-8.8	-2.3
Cc1cc(=O)n2nc(N3CCCC3C(=O)NCCCN3CCCCC3)sc2n1 (stereo not drawn)	-0.6	0.4	-5.2	-3.3	2.8	8.0	-2.9	-7.9	-3.7
COC(=O)C1=C(C)N(C)C(=S)N(C)C1c1cccc(Br)c1 (stereo not drawn)	1.0	1.1	1.1	4.2	-3.9	3.0	-0.2	5.5	-2.9
CC(C)(C)Cc1cc(N)on1	1.3	-5.6	1.0	1.3	-7.2	5.3	0.7	-12.6	0.5
